TRPM1 prom inh: inhibitors of MITF-driven TRPM1 promoter in melanoma cells. inhibition, % at 12.5 µM. SK-MEL-5 TRPM1 promoter luciferase, 24 h. 330,000 compounds, 0.83% hits;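 active means mean inhibition across replicates of 60% or more, whatever share of single replicates reaches that level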; further: values of inactives mirror those of a sister screen read the other way
CF NFkB inh: blocks PAF-induced NF-kB reporter in cystic fibrosis cells; KKLEB NF-kB-GFP reporter, GFP fluorescence overnight; inhibition, % at 5 µM; 360,000 compounds, 0.86% hits; AID 588850;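 active means at least 50% inhibition at 5 µM, scaled per plate between neutral and stimulator controls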;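 further: PAF is a Pseudomonas aeruginosa culture filtrate used as stimulus; plate controls were PAF-stimulated DMSO wells for no effect and unstimulated DMSO wells for full effect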
NR2E3 ag-1: agonists of human nuclear receptor NR2E3 | AID 2300 | 320,000 compounds, 0.12% hits | inhibition of corepressor binding, % at 4.78 µM | GST-NR2E3/biotin-RetCOR TR-FRET, 1536-well | Q9Y5X4;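 active means percent inhibition above the cutoff of mean plus 3 SD of all tested compounds, set per screening campaign, cut at about 20% in these data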;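 further: 0% = DMSO wells and 100% = biotin wells as full block of FRET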
Target sequence (Q9Y5X4 whole entry, looked up): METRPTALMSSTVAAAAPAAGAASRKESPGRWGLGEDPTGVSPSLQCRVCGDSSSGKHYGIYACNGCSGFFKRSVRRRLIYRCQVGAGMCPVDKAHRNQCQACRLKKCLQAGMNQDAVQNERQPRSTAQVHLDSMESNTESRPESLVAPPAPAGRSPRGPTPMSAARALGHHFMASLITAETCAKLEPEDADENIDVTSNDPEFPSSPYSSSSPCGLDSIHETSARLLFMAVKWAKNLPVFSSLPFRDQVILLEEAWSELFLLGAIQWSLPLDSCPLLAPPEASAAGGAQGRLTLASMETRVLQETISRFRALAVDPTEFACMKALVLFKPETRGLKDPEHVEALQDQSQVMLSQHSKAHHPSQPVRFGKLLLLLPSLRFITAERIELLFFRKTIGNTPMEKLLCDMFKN
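Material: NR2E3–RetCOR corepressor complex / Incubation: Compound–protein incubation for 5 h at 4 °C / Dosing: compound at 4.8 µM, single dose / Detection: time-resolved FRET / Benchmarks: high control biotin, low control 0.6% DMSO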
KKLEB cytotox: reduces viability of KKLEB cystic fibrosis airway cells | KKLEB CF airway cells viability, ATPlite luminescence, overnight; stronger effect = lower value; cells stimulated with P. aeruginosa culture filtrate | activity change (cytotoxicity), % at 5 µM | 360,000 compounds, 0.36% hits | AID 602141;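 active means corrected activity change at or below -50% at 5 µM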
Peg3 prom inh: inhibitors of Peg3 promoter | HeLa PEG-Prom luciferase reporter, luminescence, overnight | inhibition, % at 20 µM | 360,000 compounds, 1.7% hits | AID 588405;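 active means inhibition of at least 50% at 20 µM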
TRAIL sens C8: sensitizes caspase-8 expressing cells to TRAIL | NB7+C8 cells + TRAIL, ATPlite viability luminescence | inhibition (viability loss, TRAIL sensitization), % at 10 µM | 360,000 compounds, 1% hits;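 active means compounds causing at least 50% loss of cell viability in the single-dose screen, relative to plate controls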
NR2E3 ag-2: agonists of human NR2E3 nuclear receptor; 360,000 compounds, 0.35% hits; CHO-S Gal4-NCOR/VP16-NR2E3 two-hybrid, luciferase; AID 602229; inhibition of corepressor binding, % at 3.98 µM;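 active means inhibition above the mean of all tested compounds plus 3 SD, cut at about 70% in these data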;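 further: 0% = DMSO with NR2E3 transfected cells and 100% = cells lacking NR2E3 construct; higher means lower luciferase signal from less NR2E3 corepressor binding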
HIF-2a block: blocks HIF-2a reporter activity | 786-0 RCC cells HIF-2a reporter, luciferase luminescence, overnight | inhibition, % at 18.8 µM | 360,000 compounds, 0.72% hits | AID 624352;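 active means inhibition of the luminescence signal of 40% or more relative to plate controls, in a single-dose primary screen at 18.75 µM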
Shn3 3UTR inh: reduces Shn3 3'UTR luciferase signal in osteoblasts; Clone20 osteoblast Shn3 3'UTR firefly luciferase, 24 h; inhibition, % at 12.5 µM; 360,000 compounds, 0.52% hits; AID 588674;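 active means mean inhibition of at least 75% with every replicate also reaching 75%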;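 further: 0% = median of neutral control wells and 100% = pilot-screen positive control compound; some compounds past the cut are filed as inactive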
TWEAK-Fn14 inh: inhibitors of TWEAK-Fn14 interaction signaling | 360,000 compounds, 2% hits | TWEAK-stimulated Fn14 reporter cells, luciferase luminescence, 8 h | inhibition, % at 10 µM; in the data active means inhibition above about 50%
TROY NFkB inh: blocks TROY-dependent signaling in reporter cells. Q293 LMP1-TROYcd NF-kB luciferase reporter, 4 h. inhibition, % at 10 µM. 360,000 compounds, 0.98% hits;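 active means compounds whose plate-normalised and pattern-corrected inhibition of the luciferase reporter signal at the single screening dose is 50% or more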
The depositor's hits bear a star; . = no result given.

The opening 3 entries, ahead of the listing:
SMILES	TRPM1 prom inh	CF NFkB inh	NR2E3 ag-1	KKLEB cytotox	Peg3 prom inh	TRAIL sens C8	NR2E3 ag-2	HIF-2a block	Shn3 3UTR inh	TWEAK-Fn14 inh	TROY NFkB inh
CCOC(=O)C(O)(c1ccc(N(CC)S(=O)(=O)c2ccccc2)cc1)C(F)(F)F (configuration not stated)	1	4	-1	-9	6	-7	12	16	0	20	1
CCC1=C(C)C(N2CCOCC2)=NP(N2CCOCC2)(N2CCOCC2)=N1	9	4	2	4	11	-4	-11	2	8	-7	2
Cn1c(=O)c2c(nc(N/N=C/c3c(O)n(C4CCCCC4)c(=S)[nH]c3=O)n2C)n(C)c1=O	14	23	-1	-1	19	6	-18	21	9	1	-10

Main list (from the top)
SMILES	TRPM1 prom inh	CF NFkB inh	NR2E3 ag-1	KKLEB cytotox	Peg3 prom inh	TRAIL sens C8	NR2E3 ag-2	HIF-2a block	Shn3 3UTR inh	TWEAK-Fn14 inh	TROY NFkB inh
CCOC(=O)C(O)(c1ccc(N(CC)S(=O)(=O)c2ccccc2)cc1)C(F)(F)F (configuration not stated)	1	4	-1	-9	6	-7	12	16	0	20	1
CCC1=C(C)C(N2CCOCC2)=NP(N2CCOCC2)(N2CCOCC2)=N1	9	4	2	4	11	-4	-11	2	8	-7	2
Cn1c(=O)c2c(nc(N/N=C/c3c(O)n(C4CCCCC4)c(=S)[nH]c3=O)n2C)n(C)c1=O	14	23	-1	-1	19	6	-18	21	9	1	-10
COc1ccc(NC(=O)c2cn(CCC#N)nc2-c2cccc([N+](=O)[O-])c2)cc1	1	4	-3	10	19	-13	3	5	9	-17	-3
COc1cc2c(cc1O)C[C@H]1c3c(cc(O)c(OC)c3-2)CCN1C	13	-17	5	11	10	-8	-15	5	24	-14	-14
CC(C)=CCN1CC[C@@]2(C)c3cc(O)ccc3CC1C2C (some centres not stated)	-2	12	.	2	-6	1	-30	3	13	6	3
O=c1c2ccccc2nc(/C=C/c2ccccc2F)n1-c1ccccc1O	-2	-21	-1	11	-8	19	-15	-36	-8	-13	-19
CCC(=Nc1ccccc1NC(C)=O)c1c(O)n(C)c(=O)n(C)c1=O	7	10	-2	-1	21	-18	-13	4	-4	16	-4
CCCC1=C(C(=O)OCC)C2(C(=O)Nc3ccc(C)cc32)C(C#N)=C(N)O1 (configuration not stated)	-3	-1	1	11	2	0	-1	10	18	-9	2
CCOC(=O)c1c(N)n(CCN2CCCCC2)c2nc3ccccc3nc12	9	-26	0	2	21	-25	-23	5	25	-11	3
O=C(CSc1ccccc1)N1CCC2(CC1)OCCO2	-24	-3	0	-11	-149	-18	-67	-202	-40	13	-48
CCN(CC)C(=O)c1ccc(N2C(=O)C3CC=C(Cl)CC3C2=O)cc1 (configuration not stated)	1	-29	1	0	19	0	-23	-2	-21	-1	-1
O=c1[nH]c(=O)n(-c2ccccc2F)c(O)c1/C=C1\C=Nc2ccccc21	23	15	2	2	35	4	-10	39	38	54*	2
O=C(Cc1ccccc1)OCCNC(=O)c1cccnc1	-14	11	8	0	7	18	0	7	4	-10	-4
CN(C)CCN=Cc1c(O)n(Cc2ccc3c(c2)OCO3)c(=S)[nH]c1=O	6	17	-2	-10	4	-1	-8	19	-3	9	2
CC1=CC(=O)NP(=O)(Oc2ccc3ccccc3c2)N1 (configuration not stated)	12	5	-1	-6	-11	-3	18	0	2	9	5
CC1CN=C(Nc2ccccc2)S1 (configuration not stated)	-7	10	2	10	0	7	10	-8	-7	-8	5
COc1cc(/C=C2/C(=O)NC(=O)N(c3ccccc3)C2=O)ccc1O	2	1	-4	-5	1	-2	0	6	-10	10	-34
COC(=O)C1=C(c2cc3ccccc3o2)C[C@@H]2CC[C@H]1N2C(=O)N1CCOCC1	31	18	0	-10	4	17	-5	20	25	3	2
Clc1ccccc1CNCCc1c[nH]c2ccccc12	.	-22	.	10	-27	-14	11	-21	-10	-2	-16
O=C(NC(=O)N1CCC2(CC1)OCCO2)c1ccc(Cl)cc1	-3	-1	1	-5	-1	-11	14	3	3	8	11
COC(=O)C1=C(c2c(C)noc2C)C[C@@H]2CC[C@H]1N2C(=O)NCCCOC(C)C	1	6	-2	-7	-18	-16	0	3	-7	4	-2
COC(=O)C1=C(c2cc3ccccc3s2)C[C@@H]2CC[C@H]1N2C	-7	-7	0	2	-50	-6	-14	-66	-41	13	-13
CCn1c(O)c(/C(C)=N/N2CCCCC2c2cccnc2)c(=O)[nH]c1=S (configuration not stated)	5	-3	0	-21	19	9	-8	22	-4	4	4
CN1C(=O)C(C2(C#N)CCCCC2)C(=O)N(C)C1=O	-7	-14	-2	9	0	-6	-10	26	-15	2	5
O=C(COC(=O)Cc1ccccc1)Nc1ccc(SC(F)F)cc1	0	-5	3	5	5	-4	4	3	5	-41	2
COC(=O)C1=C(c2cc3ccccc3s2)C[C@@H]2CC[C@H]1N2C(=O)N1CCOCC1	24	11	3	-8	18	22	-35	-1	0	12	10
Cc1cccc(CN2CCN(Cc3ccc(Cl)cc3)CC2)c1	-9	-8	-2	-2	18	14	-16	21	15	20	5
Cn1nc(N)c2c1N=P(N1CCOCC1)(N1CCOCC1)N=C2c1ccccc1	12	-1	1	8	10	12	-8	13	2	12	11
COc1cc(C(=S)N2CCOCC2)cc(OC)c1OC(=O)Cc1ccccc1	10	-16	0	5	-6	-11	-21	7	-3	-29	7
Cc1ccsc1C(=O)C1CCCN(Cc2ccccc2O)C1 (configuration not stated)	-5	7	4	0	7	0	-7	4	14	-13	-5
COc1ccc(OC(=O)N(C)C[C@H]2OCc3cnnn3CCCC(=O)N([C@H](C)CO)C[C@H]2C)cc1	.	7	.	1	9	8	-4	7	-1	0	10
CCCN1C2CCCC1CC(NC(C)=O)C2 (configuration not stated)	1	4	4	9	-6	-12	-8	12	1	-9	-10
CCOC(=O)c1cccc(C2=C(CNC(C)=O)[C@H]3CC[C@@H](C2)N3Cc2ccccc2)c1	.	-16	.	0	14	-13	-14	-1	-7	-5	-12
O=C(Nc1cccc(OC(=O)N2CCOCC2)c1)N1CCOCC1	0	-8	-1	-3	-4	17	-42	5	-7	-8	1
N#CC(Br)Br	-5	1	2	7	-1	7	16	9	2	4	-9
CC(C)(C)N1Cc2ccccc2C1=N	13	8	1	-2	7	0	5	11	1	-46	0
CCOC(=O)[C@]12Cc3ccccc3[C@H]1N(Cc1ccccc1)C(=O)c1cc(OC)ccc12	.	.	.	.	.	14	-25	23	.	12	6
CCC(COC(=O)NC)NC(=O)Oc1cccc(C)c1 (configuration not stated)	4	2	-2	2	15	-10	20	4	0	33	7
Cn1cc(C(=O)OCC(=O)N2CCCC2)c2ccccc21	-11	-4	4	-6	-2	-8	-33	-15	8	6	8
CCCCCCOc1ccc(CN2CCN(CC)CC2)cc1	-65	-18	3	-7	-183	6	-51	-79	-16	66*	60*
COc1ccccc1C1=NCc2nnc(C)n2-c2ccc(Cl)cc21	8	-1	-1	3	-5	-5	3	16	-11	9	10
COc1ccc(C2=NCC(=S)Nc3ccc(Cl)cc32)cc1Cl	0	2	0	4	4	13	28	2	22	8	12
CN1CCc2cccc(Cl)c2CC1	12	10	-1	-6	-2	2	8	4	-5	-9	1
O=C1NCN(c2ccccc2)C12CCN(C(c1cccc3ccccc13)c1nnnn1C1CCCC1)CC2 (configuration not stated)	.	41	.	-11	32	-17	0	2	9	8	15
Cc1cccc(N2C(=O)/C(=C/c3ccc(CN(CCC#N)S(C)(=O)=O)o3)C(=O)NC2=S)c1	8	9	2	-8	8	-6	-30	1	4	5	-10
CCCC[N+]12C3C[C@H](C4[C@H](O)[C@]5(C[C@@H]41)c1ccccc1N(C)[C@@H]35)[C@H](CC)[C@H]2O (some centres not stated)	-2	-14	-1	1	-9	7	-8	14	32	-11	6
COC1=CC23CCCN2CCc2cc4c(cc2C3C1O)OCO4 (configuration not stated)	.	2	.	-5	6	-3	-9	5	7	0	-2
COC(=O)C1=C(c2cccc(C#N)c2)C[C@@H]2CC[C@H]1N2C(=O)N1CCc2cc(OC)c(OC)cc2C1	-1	13	2	-24	12	-8	34	12	0	-33	5
Cc1occc1C(=O)N1CCC2(CC1)OCCO2	-15	10	0	7	10	-14	-3	5	12	13	-2
CCCCn1c(O)c(C(CC)=NCCCN(C)C)c(=O)[nH]c1=O	9	10	1	5	-8	-20	-8	18	-1	-9	4
CC(C(=O)c1c[nH]c2ccccc12)N1CCOCC1 (configuration not stated)	22	-4	1	-2	20	-9	19	20	-3	2	-1
COc1cc(CN2CCNCC2)cc(OC)c1OC	7	6	3	-8	1	-8	-12	11	-3	20	-6
CC(C)(C)[C@]1(O)C[C@@H]2OC(=O)C[C@@]23C(=O)O[C@@H]2OC(=O)[C@@H](O)C213 (some centres not stated)	-1	-12	.	10	-21	3	-8	15	-8	11	-5
Cc1cc(OC(=O)N(C)C)nc2c1c(C)nn2C	-8	9	1	-7	17	-11	20	13	-8	-8	-6
CCOC(=O)[C@]12Cc3cc(C)ccc3[C@H]1N(CCC(=O)OC)C(=O)c1cc(OC)ccc12	.	.	.	.	.	27	-41	23	.	1	36
CC[C@H](OC(C)=O)C(C[C@H](C)N(C)C)(c1ccccc1)c1ccccc1	-1	7	.	-2	-25	-2	-13	1	19	-16	9
COP(=O)(OC)Oc1ccc(C(O)C(Cl)(Cl)Cl)cc1 (configuration not stated)	3	-18	-3	9	-6	13	-16	5	-10	-13	14
COc1c(C)cc(C(=O)C2CCCN(Cc3ccccn3)C2)cc1C (configuration not stated)	-15	15	0	-7	22	6	-15	8	11	-26	4
CCOC(=O)c1c(C)[nH]c(C)c1C(=O)C(Cc1ccccc1)N(C)C (configuration not stated)	11	-8	3	3	-13	5	-29	6	7	11	5

Remaining list, next part.
SMILES	TRPM1 prom inh	CF NFkB inh	NR2E3 ag-1	KKLEB cytotox	Peg3 prom inh	TRAIL sens C8	NR2E3 ag-2	HIF-2a block	Shn3 3UTR inh	TWEAK-Fn14 inh	TROY NFkB inh
FC(F)(F)c1ccc2c(c1)nnn2C1CCN(Cc2nnnn2Cc2ccccc2)CC1	18	2	-6	-4	21	32	20	13	19	4	21
CCCCn1c(O)c(C(CC)=NCc2cccnc2)c(=O)[nH]c1=O	11	1	-2	-10	7	-3	-4	10	4	12	2
C[C@H](CO)N1C[C@H](C)[C@@H](CN(C)C(=O)Oc2cccc3ccccc23)OCc2cn(nn2)CCCC1=O	.	-14	.	-6	-4	-5	-9	20	-13	18	7
CC[C@H](C)/C=C(C)/C=C/C1=CC2=C(Cl)C(=O)[C@](C)(OC(C)=O)C(=O)C2=CO1	.	2	.	5	-3	-8	-2	3	3	1	3
O=C(O)c1ccc2c(c1)C1C(Cl)C(Sc3ccccc3[N+](=O)[O-])CC1C(c1cccc([N+](=O)[O-])c1)N2 (configuration not stated)	24	-6	.	11	11	-7	-13	6	-3	-2	5
CCCCn1c(O)c(C=NCCCn2ccnc2)c(=O)[nH]c1=O	-2	2	-2	0	5	-20	-16	13	-1	-4	-3
O=[N+]([O-])c1cc([As](=O)(O)O)ccc1O	5	-6	-1	-39	12	15	-11	4	-14	-5	-5
O=C(COc1ccc(Cl)cc1)N1CCN(Cc2ccc([N+](=O)[O-])cc2)CC1	9	-10	-1	-10	9	17	-27	16	29	18	16

Source: PubChem BioAssay (several laboratories)

These rows are one share of the data, so the mix of outcomes need not match the whole.
